SKBR3 24h inh: SK-BR-3 proliferation inhibitors; SK-BR-3 viability, CellTiter-Glo ATP luminescence, 24 h; hits give low values; viability, % at 10 µM; 41,000 tested, 0.47% active; AID 847;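 active = viability at or below the median of all test compounds minus 3 SD, in both replicates if run twice, cut at about 45% in these data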;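 also: 100% = median untreated cell wells and 0% = median positive control drug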
Starred values were filed as active, the others as inactive.

cpd | SMILES | SKBR3 24h inh
1 | O=C1CC(N2CCN(C/C=C/c3ccccc3)CC2)C(=O)N1Cc1ccc(N2CCCC2=O)cc1 (centres undefined) | 83
2 | C=CCn1c(Br)nc2c1c(=O)n(C)c(=O)n2C | 88
3 | CCOc1ccccc1N1CCN(S(=O)(=O)c2cccs2)CC1 | 90
4 | CCOC(=O)CN(C(=O)CN1CCOCC1)c1ccc(Br)cc1 | 76
5 | CC(C)c1c(C#N)c(N)nc(SCC(=O)c2cc3ccccc3oc2=O)c1C#N | 81
6 | COc1ccc(S(=O)(=O)n2nc(OC(=O)c3ccccc3Br)cc2N)cc1 | 97
7 | COc1ccc(S(=O)(=O)NCCSC(C)(C)C)cc1Cl | 91
8 | Cc1cccc(N(CC(=O)NC2CCCCC2)C(=O)CCC(=O)Nc2cc(C)ccn2)c1 | 99
9 | COc1cc(S(=O)(=O)N2CCN(Cc3ccccc3)CC2)ccc1Br | 79
10 | CC(=O)OC(C(=O)NC1CCCCC1)c1ccncc1 (centres undefined) | 121
11 | CN(C(=O)c1ccncc1)c1nnc(-c2ccncc2)s1 | 93
12 | N#Cc1nc(-c2cccs2)oc1NCc1ccccc1 | 85
13 | CC(C)COC(=O)C(C#N)c1nc2ccccc2nc1N1CCN(Cc2ccc3c(c2)OCO3)CC1 (centres undefined) | 77
14 | O=C(Nc1ccccc1Cl)NC1(C(=O)NCCCN2CCOCC2)CCCCC1 | 101
15 | Cc1ccc(SCC(=O)N2CCOCC2)cc1 | 90

Carrying on.
cpd | SMILES | SKBR3 24h inh
16 | Nc1nc(N2CCCCC2)nc2ccccc12 | 83
17 | COc1ccc(C(=O)Nc2cccc(C(=O)N3CCN(C)CC3)c2)cc1 | 103
18 | COc1ccc(OC)c(NC(=O)Nc2ccccc2C)c1 | 86
19 | Cc1[nH]c2ccccc2c1C(=O)CN1CCCCC1C (centres undefined) | 123
20 | COc1ccc(CCC(=O)N2CCN(C3CCCCC3)CC2)cc1 | 75
21 | CSc1ccc(S(=O)(=O)NCc2ccc(Cl)cc2)cc1 | 94
22 | CCCn1c(=NC(=O)c2ccc3c(c2)OCO3)c(C#N)cc2c(=O)n3cccc(C)c3nc21 | 68
23 | O=C(Nc1ccc(N2CCN(C(=O)c3ccc(Cl)cc3)CC2)cc1)c1cccnc1 | 86
24 | COc1ccc(OC)c(S(=O)(=O)N(C)CC(=O)N2CCN(c3cccc(Cl)c3)CC2)c1 | 114
25 | CCOCCCNC(=O)C1CCCN1S(=O)(=O)c1ccc(Cl)cc1 (centres undefined) | 92
26 | COc1ccccc1Oc1coc2cc(OC(=O)N3CCOCC3)ccc2c1=O | 91
27 | CCOC(=O)c1cc2occc2n1CC(=O)N1CCOCC1 | 94
28 | COc1cccc(Oc2cnc(N)nc2-c2ccc(OC)cc2O)c1 | 147
29 | CCOc1cc(C)c(C(C)C)cc1S(=O)(=O)N1CC(C)OC(C)C1 (centres undefined) | 82
30 | Cc1cc(N(C)C)nc(SC(C)C)n1 | 101

More structures.
cpd | SMILES | SKBR3 24h inh
31 | CCCCn1c(SCc2ccc(Cl)cc2)nc2c1c(=O)[nH]c(=O)n2C | 63
32 | CCOc1ccccc1C1C(C(N)=O)=C(C)Nc2nc(-c3ccc(OC)cc3)nn21 (centres undefined) | 89
33 | N#CC1=C2SCN(Cc3ccco3)CN2C(=O)CC1c1ccc(Cl)cc1 (centres undefined) | 105
34 | CCn1c(SCC(=O)Nc2nnc(C)s2)nnc1-c1ccncc1 | 88
35 | Cc1ccc(S(=O)(=O)N2CCN(S(C)(=O)=O)C2)cc1 | 129
36 | COc1ccc(CCNC(=O)CN(C2CCCCC2)S(C)(=O)=O)cc1OC | 96
37 | O=C(CSc1nc2ccccc2c(=O)[nH]1)N1CCOCC1 | 24*
38 | N#CC1=C(N)C(C#N)(C#N)C2(CCC3(CC2)OCCO3)C2CC3(CC=C12)OCCO3 (centres undefined) | 75
39 | CCCC(=O)c1cc(F)c(N2CCN(S(=O)(=O)c3ccccc3)CC2)cc1C | 72
40 | COCCNS(=O)(=O)c1cc(F)ccc1OC | 97
41 | Cc1ccc(C(=O)Nc2ccc3c(c2)OCO3)cc1S(=O)(=O)N1CCCC1 | 78
42 | Cn1c(=O)[nH]c(=O)c2c1nc1n2CCCS1 | 87
43 | Cn1c(CNc2nc(-c3ccccc3)cs2)nnc1SCC(=O)OC1CCCCC1 | 97
44 | CN(C)/C=c1\sc2c(C#N)cc(C(=O)c3ccc(Br)cc3)n2c1=O | 119
45 | Cc1cc(NC(=O)CSc2nnc(-c3ccc(Cl)s3)o2)no1 | 84

(further entries)
cpd | SMILES | SKBR3 24h inh
46 | Cc1ccc(Oc2nc3c(c(=O)n(Cc4ccccc4F)c(=O)n3C)n2C)cc1 | 94
47 | CC(C)C(=O)Nc1ccc(C(=O)NCc2cccnc2)cc1 | 89
48 | Cc1ccc(S(=O)(=O)Nc2nc(C)cc(NCCN)n2)cc1 | 92
49 | COc1ccccc1C(=O)NCC(=O)n1nc(C)cc1C | 76
50 | O=C(CSc1ncnc2c1oc1ccccc12)N1CCN(c2ccccc2)CC1 | 82
51 | Cc1cc(C)n(C(=O)C23CC4CC(CC(C4)C2)C3)n1 | 71
52 | CC(=O)N(C(C)=O)c1c(N2CCOCC2)c2ccccc2oc1=O | 89
53 | OCCN=C(c1ccccc1)C12CN3CN(CN(C3)C1)C2 | 99
54 | CCNc1ccc(C(=O)OCC)cc1NC(=O)c1cc(S(=O)(=O)N2CCOCC2)ccc1C | 71
55 | CCN(CCCNC(=O)CN(C)S(=O)(=O)c1cccc2nsnc12)c1cccc(C)c1 | 90
56 | CCN(C(=O)c1cn(CC)c(=O)c2cc(OC)c(OC)cc12)c1ccccc1C | 87
57 | O=C(Nc1nccs1)c1cccc(NC(=O)C2CC2)c1 | 96
58 | CCN(CC)CCCNC(=O)c1cn(CCOC)c(=O)c2c1c1ccccc1n2C | 86
59 | COC(=O)C1=C(C)N(C)C(C)=C(C(=O)OC)C1c1ccsc1 | 91
60 | O=c1c2c3nc4ccccc4nc3n(-c3cccc(F)c3)c2ncn1Cc1ccc2c(c1)OCO2 | 95

(continued)
cpd | SMILES | SKBR3 24h inh
61 | CC(=O)OC1CC2(C)C(=O)CCC2C2CCc3cc(O)ccc3C12 (centres undefined) | 116
62 | CCCCOc1ccc(C(=O)NCc2ccccn2)cc1 | 104
63 | O=C(Nc1ccc2c(c1)OCO2)c1ccc(CN2CCOCC2)cc1 | 92
64 | C=CCn1c2ccccc2c2nnc(SCCCn3c(=O)[nH]c4ccccc43)nc21 | 73
65 | O=C(CN1CCOCCOCCN(CC(=O)Nc2ccccc2)CCOCC1)Nc1ccccc1 | 91
66 | O=C(c1ccncc1)N(Cc1ccco1)Cc1cc2ccccc2[nH]c1=O | 104
67 | COc1ccc(NS(=O)(=O)c2cc(-c3nnnn3C)ccc2OC)cc1 | 100
68 | COC(=O)c1coc(-c2ccc(C)cc2)c1C(=O)OC | 93
69 | CC(C)(C)C1CCC(=O)C(C2(O)C(=O)Nc3ccccc32)C1 (centres undefined) | 95
70 | CC(=O)c1cccc(NC(=O)c2ccc(NS(=O)(=O)c3c(C)noc3C)cc2)c1 | 79
71 | Cc1nc2c3c4c(sc3n3c(SCC(=O)NCc5ccco5)nnc3n2n1)COC(C)(C)C4 | 94
72 | Cc1nc(NC(=O)c2ccccc2)sc1-c1csc(N)n1 | 67
73 | COC(=O)C(C)NS(=O)(=O)c1ccc(NC(C)=O)cc1 (centres undefined) | 76
74 | O=C(c1cnc2n(c1=O)CCS2)N1CCN(c2ccc(Cl)c(Cl)c2)CC1 | 108
75 | N#Cc1ccc(-c2ccco2)nc1SCc1ccccc1 | 117

The list continues.
cpd | SMILES | SKBR3 24h inh
76 | Cc1nc(NC2=NCN(Cc3cccnc3)CN2)nc2ccccc12 | 84
77 | O=C(c1ccco1)N1CCCC(c2nc(-c3ccc(S(=O)(=O)NCc4ccccc4)cc3)no2)C1 (centres undefined) | 88
78 | COCCCn1c(-c2ccccc2Cl)n[nH]c1=S | 99
79 | O=C(CCN1C(=O)c2ccccc2C1=O)N1CCN(c2ccccn2)CC1 | 90
80 | O=C(OCCN(C1=NS(=O)(=O)c2ccccc21)c1ccc(Cl)cc1)c1ccco1 | 87
81 | CCOC(=O)N1CCN(C(=O)NC23CC4CC(CC(C4)C2)C3)CC1 | 102
82 | O=C(c1ccc(C(=O)N2CCOCC2)nc1)N1CCOCC1 | 109
83 | CCOC(=O)N1CCN(S(=O)(=O)c2ccc(C(=O)Nc3ccc(F)cc3F)cc2)CC1 | 78
84 | Cn1c(Cl)cnc1C(O)c1ccccc1 (centres undefined) | 93
85 | Cc1noc(COc2ccccc2OCC(N)=O)c1Cl | 92
86 | CC12CN(C(=O)c3ccco3)CC(c3ccccc3)(CN(C(=O)c3ccco3)C1)C2=O | 95
87 | CC(=O)Nc1nc(-c2cccs2)cs1 | 103
88 | O=C(NCCCn1ccnc1)c1cn(-c2ccccc2)nc1-c1ccc(F)cc1 | 102
89 | O=C(CCN1C(=O)c2ccccc2C1=O)N1CCN(Cc2ccc(Cl)cc2Cl)CC1 | 97
90 | O=C(c1ccc2nc(-c3ccco3)c(-c3ccco3)nc2c1)N1CCN(c2ccccc2)CC1 | 85

Among those listed so far, these have a tert-butyl group:
cpd | SMILES | SKBR3 24h inh
7 | COc1ccc(S(=O)(=O)NCCSC(C)(C)C)cc1Cl | 91
69 | CC(C)(C)C1CCC(=O)C(C2(O)C(=O)Nc3ccccc32)C1 (centres undefined) | 95

Next section
cpd | SMILES | SKBR3 24h inh
91 | COCC(=O)Nc1nnc(SCC(=O)NCc2cccs2)s1 | 84
92 | CCC(=O)N/C=C/n1cnc2cc(C(F)(F)F)ccc21 | 78
93 | COc1cc(C2N3CC4(C)CN2CC(C)(C3)C4)ccc1O (centres undefined) | 66
94 | CCC1(C)Cc2c(sc3c2c2ncnn2c2nnc(SCC(=O)NCc4ccco4)n32)CO1 (centres undefined) | 87
95 | CCCN(CCC)CCCNS(=O)(=O)c1cc(Br)cc2c1N(C(C)=O)CC2 | 93
96 | CC[C@H](C)[C@H](NS(=O)(=O)c1ccc(C)cc1)C(=O)N1CCC(C(=O)N[C@@H](C)C(=O)O)CC1 | 130
97 | COc1ccc(NC(=O)CSc2nc(-c3ccncc3)nn2CC(=O)N2CCCC2)cc1 | 88
98 | CCCCOc1ccc(-c2nnc(-c3ccco3)o2)cc1 | 87
99 | COC(=O)c1ccc(C2CC(=O)Nc3cc(OC)c(OC)cc32)cc1 (centres undefined) | 92
100 | CCOC(=O)COc1nc(N(C)C)nc(N(C)C)n1 | 97
101 | Cc1cc(C)c(NC2=CC(=O)CC(C)(C)C2)c(C#N)c1 | 96
102 | O=C(CSc1nnc(C2COc3ccccc3O2)o1)N1CCOCC1 (centres undefined) | 85
103 | COCCCn1nnnc1SCC(=O)Nc1nc(C)c(C)s1 | 87
104 | Cn1c(SCC(=O)N(C2CCCCC2)C2CCCCC2)nnc1-c1cccs1 | 81
105 | Cc1cc(C)c2c(N)c(C(=O)N3CCCCCC3)sc2n1 | 127

Later entries.
cpd | SMILES | SKBR3 24h inh
106 | COCC(C)NC(=O)c1noc2c1CCc1cc(OC)ccc1-2 (centres undefined) | 81
107 | CCOCC(=O)Nc1nc2ccc(C)cc2s1 | 93
108 | C=CCn1c(NC(=O)c2ccccc2Cl)c(C#N)c2nc3ccccc3nc21 | 90
109 | Cn1nnnc1SCC(=O)Nc1nc(-c2ccccc2)c(-c2ccccc2)o1 | 80
110 | O=C(c1ccco1)[C@@H]1[C@@H]2C(=O)N(c3ccc(Br)cc3)C(=O)[C@@H]2C2c3ccccc3C=CN21 (some centres undefined) | 92
111 | COc1ccccc1C1C(C(=O)c2cc3ccccc3o2)=C(O)C(=O)N1CCN(C)C (centres undefined) | 105
112 | CC(=O)N(c1ccc2oc(=O)sc2c1)S(=O)(=O)c1ccccc1 | 57
113 | CCOc1ccc(-c2ncncc2-c2ccc(OC)cc2)c(O)c1 | 91
114 | CCCn1nnnc1SCC(=O)NCc1cccs1 | 126

Gathered by group: those above with a furan ring, fused or not.
cpd | SMILES | SKBR3 24h inh
27 | CCOC(=O)c1cc2occc2n1CC(=O)N1CCOCC1 | 94
33 | N#CC1=C2SCN(Cc3ccco3)CN2C(=O)CC1c1ccc(Cl)cc1 (centres undefined) | 105
50 | O=C(CSc1ncnc2c1oc1ccccc12)N1CCN(c2ccccc2)CC1 | 82
66 | O=C(c1ccncc1)N(Cc1ccco1)Cc1cc2ccccc2[nH]c1=O | 104
68 | COC(=O)c1coc(-c2ccc(C)cc2)c1C(=O)OC | 93
71 | Cc1nc2c3c4c(sc3n3c(SCC(=O)NCc5ccco5)nnc3n2n1)COC(C)(C)C4 | 94
75 | N#Cc1ccc(-c2ccco2)nc1SCc1ccccc1 | 117
77 | O=C(c1ccco1)N1CCCC(c2nc(-c3ccc(S(=O)(=O)NCc4ccccc4)cc3)no2)C1 (centres undefined) | 88
80 | O=C(OCCN(C1=NS(=O)(=O)c2ccccc21)c1ccc(Cl)cc1)c1ccco1 | 87
86 | CC12CN(C(=O)c3ccco3)CC(c3ccccc3)(CN(C(=O)c3ccco3)C1)C2=O | 95
90 | O=C(c1ccc2nc(-c3ccco3)c(-c3ccco3)nc2c1)N1CCN(c2ccccc2)CC1 | 85
94 | CCC1(C)Cc2c(sc3c2c2ncnn2c2nnc(SCC(=O)NCc4ccco4)n32)CO1 (centres undefined) | 87
98 | CCCCOc1ccc(-c2nnc(-c3ccco3)o2)cc1 | 87
110 | O=C(c1ccco1)[C@@H]1[C@@H]2C(=O)N(c3ccc(Br)cc3)C(=O)[C@@H]2C2c3ccccc3C=CN21 (some centres undefined) | 92
111 | COc1ccccc1C1C(C(=O)c2cc3ccccc3o2)=C(O)C(=O)N1CCN(C)C (centres undefined) | 105

Assay outcomes from PubChem.

Some of the compounds tested; rates above refer to the full screens.
